Tat transport: E. coli Tat transport inhibition; E. coli MC4100 TorA-mCherry Tat export, fluorescence; inhibition, % at 10 µM; 340,000 tested, 0.036% active; AID 488895;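 active = mean replicate inhibition at least 50% and at least half of replicates individually reaching 50%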;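 also: exported cargo escapes ClpAP degradation while cytoplasmic cargo is degraded and loses fluorescence; 0% = median of neutral control wells and 100% = median of NaSCN control wells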
CDK5 p35 inh: blocks human CDK5/p35 kinase activity; Q00535+Q15078; Recombinant CDK5/p35, ADP-Glo luminescence, 60 min; inhibition, % at 10 µM; 330,000 tested, 0.01% active; AID 488839;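 active = highest replicate inhibition of at least 50% and at least 75% of replicates reaching 50%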;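 also: plate controls were DMSO neutral control for no effect and GW8510 at 10 µM for full effect; many of its hits are not listed in these tables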
dFosB activator: activators of mouse delta FosB homodimer; P13346; purified delta FosB, TAMRA-CDK5 oligo fluorescence polarization; percent of positive-control signal above neutral wells; activation, % at 25 µM; 340,000 tested, 0.99% active;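 active = mean activation above about 17%, with every replicate also reaching it, limit read from the data, passing the limit was not always enough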;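 also: fluorescence polarization rise as delta FosB binds a TAMRA Cdk5 AP-1 oligo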
Target sequence (P13346 whole entry, looked up): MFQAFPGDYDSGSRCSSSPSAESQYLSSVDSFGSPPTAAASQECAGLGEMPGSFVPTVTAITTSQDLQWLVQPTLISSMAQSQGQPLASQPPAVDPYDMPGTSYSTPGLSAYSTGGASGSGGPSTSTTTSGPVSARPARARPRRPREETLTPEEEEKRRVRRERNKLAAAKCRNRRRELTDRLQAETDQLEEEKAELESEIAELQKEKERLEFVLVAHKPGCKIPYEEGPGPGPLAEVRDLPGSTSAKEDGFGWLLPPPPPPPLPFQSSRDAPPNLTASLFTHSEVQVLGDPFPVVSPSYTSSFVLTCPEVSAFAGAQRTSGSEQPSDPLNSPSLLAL
Rtt109 HAT inh: inhibitors of Candida albicans Rtt109/Vps75 histone acetyltransferase; inhibition, % at 34.9 µM; purified Rtt109/Vps75, ThioGlo CoA-SH fluorescence, 4 h; 330,000 tested, 0.16% active; Q5AAJ8;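 active = inhibition of at least 50% in every replicate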
Target sequence (Q5AAJ8 whole entry, looked up): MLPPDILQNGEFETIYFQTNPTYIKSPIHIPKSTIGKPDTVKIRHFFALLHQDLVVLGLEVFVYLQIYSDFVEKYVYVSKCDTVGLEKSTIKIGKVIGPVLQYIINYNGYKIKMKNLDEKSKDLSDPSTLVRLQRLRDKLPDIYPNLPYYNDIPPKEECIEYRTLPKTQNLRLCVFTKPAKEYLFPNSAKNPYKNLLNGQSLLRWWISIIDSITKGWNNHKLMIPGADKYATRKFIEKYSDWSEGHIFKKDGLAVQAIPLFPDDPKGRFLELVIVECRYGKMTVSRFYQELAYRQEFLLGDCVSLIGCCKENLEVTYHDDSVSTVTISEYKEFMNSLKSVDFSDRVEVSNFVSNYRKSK
V-ATPase pH: alters yeast V-ATPase proton transport; S. cerevisiae, pHLuorin cytosolic pH fluorescence; response, % at 10 µM; 350,000 tested, 0.37% active; AID 504577; in the data active = response mostly above about 7.3%, no sharp cut-off; inactive = mostly below about 5.4%; also: actives read high; inactives centre near 0; some compounds called inactive have numbers as strong as hits; reference of the scale not given here
CAL PDZ FP-1: inhibitors of human CAL PDZ peptide binding; 300,000 tested, 0.92% active; purified CAL PDZ, TMR-peptide fluorescence polarization, 1 h; Q9HD26; inhibition, % at 24.9 µM; AID 602252;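 active = mean inhibition of at least 30% with at least half of replicates also reaching 30%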;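 also: 0% = DMSO neutral control and 100% = excess unlabeled competitor peptide PRC23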
RTF Ca sens act: cardiac RTF calcium sensitization; 340,000 tested, 0.24% active; P19429+P45379; activation, % at 7.2 µM; IANBD-labeled TnC RTF fluorescence at EC20 calcium; 0% EC20 calcium, 100% full calcium; AID 493008;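 active = activation above the mean over all tested compounds plus 3 SD, cut at about 30% in these data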;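 also: rise in fluorescence read as greater calcium sensitivity of cardiac thin filaments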
Wnt act: Wnt/beta-catenin pathway activation; Wnt/beta-catenin reporter cell assay, activator, plate reader; activation, % at 9.35 µM; 300,000 tested, 1.2% active; AID 743398; in the data active = activation above about 30%, passing the limit was not always enough;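 also: 0% = neutral control wells and 100% = positive control wells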
MITF act: activators of MITF-driven TRPM1 promoter activity in SK-MEL-5 cells. SK-MEL-5 TRPM1-promoter luciferase, 24 h; % of positive control, neutral wells = 0. activation, % at 12.5 µM. 300,000 tested, 0.75% active. AID 588334;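 active = mean activation of at least 80% with every replicate also reaching 80%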;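 also: 0% = neutral control wells and 100% = parthenolide positive control wells; values of inactives mirror those of a sister screen read the other way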
CAL PDZ FP-2: human CAL PDZ-peptide interaction inhibition; Q9HD26; purified CAL PDZ, TMR-peptide fluorescence polarization, 1 h; inhibition, % at 20 µM; 330,000 tested, 0.02% active; AID 504414;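 active = highest replicate inhibition of at least 40%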;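 also: plate controls were DMSO neutral control wells for no effect and unlabeled competitor peptide control wells for full effect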
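System: tagged CAL PDZ domain. Schedule: 1 h room-temperature incubation prior to read. Signal: fluorescence polarization (mP). Measure: percent inhibition from loss of millipolarization.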
* marks the source's active call; other numbers are inactive results; nt = no result given.

SMILES | Tat transport | CDK5 p35 inh | dFosB activator | Rtt109 HAT inh | V-ATPase pH | CAL PDZ FP-1 | RTF Ca sens act | Wnt act | MITF act | CAL PDZ FP-2
Cc1ccccc1C(=O)Nc1cccc(C(=O)N/N=C/c2cc(Cl)cc([N+](=O)[O-])c2O)c1 | 0.6 | 2.3 | -3.8 | -3.0 | 5.7 | -1.5 | -3.0 | -4.2 | 1.2 | -1.0
COCCNC(=O)CN(C(=O)CCC(=O)Nc1ccccn1)c1ccc(F)c(Cl)c1 | 5.3 | -1.9 | -13.8 | -1.8 | -4.6 | -1.1 | -3.6 | 5.7 | -0.2 | -4.8
CCOC(=O)C1=C(N)N(c2ccc(C)cc2)C2=C(C(=O)CCC2)C1c1cccs1 (stereo unspecified) | 7.2 | -0.1 | -6.6 | -1.5 | 0.7 | 8.3 | -1.2 | 4.4 | -7.0 | -0.6
COCCN1Cc2cccc(C(=O)Nc3ccc(C)c(C)c3)c2C1=O | -2.9 | 1.6 | 2.7 | 7.1 | -2.2 | -5.4 | 1.5 | nt | 55.6 | nt
Cn1cccc1/C=N/n1c(-c2ccc(Cl)cc2)n[nH]c1=S | -7.2 | -0.2 | -2.8 | -0.5 | -0.1 | -4.4 | -3.0 | nt | -8.1 | 1.0
Cn1ccc(=S)c2ccccc21 | 1.2 | 0.1 | 6.1 | 0.1 | -1.8 | 1.6 | -1.8 | -0.5 | 9.0 | -1.4
CCOC(=O)C(CC)(CC)C(=O)/C=C/c1ccc(OC)cc1 | -7.4 | 0.2 | 1.0 | 5.1 | -8.6 | nt | 2.7 | -3.7 | 6.6 | 0.6
CC1CN(C(=O)COC(=O)c2ccc(N)c([N+](=O)[O-])c2)CC(C)O1 (stereo unspecified) | 3.8 | -1.3 | 0.9 | 11.5 | -3.1 | -1.6 | -4.5 | 1.4 | 4.9 | -1.0
O=C(Nc1ccc(Sc2ccc(Br)cc2)cc1)c1ccco1 | 3.1 | 1.0 | 12.0 | -8.9 | 1.1 | -1.8 | 4.3 | 10.9 | 42.0 | -0.8
COC(=O)c1ccc(CNC(=O)CSc2nnc(COc3ccccc3)n2C)o1 | -7.6 | 1.0 | 5.0 | -12.1 | 1.1 | -2.3 | 0.8 | nt | 0.4 | -1.2
CCc1ccc(/C=C2/SC(=S)N(CCC(=O)Nc3cccnc3)C2=O)cc1 | -5.7 | -0.6 | -13.8 | -3.8 | -0.9 | 1.8 | 2.3 | 10.3 | 10.6 | -1.0
COc1ccc(C(=O)NCc2oc(-c3ccccc3)cc2C(=O)O)cc1 | 9.5 | 0.1 | -4.8 | -0.7 | 0.2 | -4.4 | 0.0 | nt | 3.2 | 0.5
O=S(=O)(c1cc(Cl)sc1Cl)N1CCCC1 | -2.5 | -0.6 | -5.8 | 5.0 | 2.3 | 15.0 | 9.6 | 6.8 | 1.3 | 0.2
COc1ccc(C2C(C#N)=C(C)NC3=C2C(=O)c2ccccc23)cc1 (stereo unspecified) | -3.1 | -0.9 | -4.5 | -1.4 | -1.1 | -5.5 | -0.7 | nt | 2.8 | -0.3
CC(C)CNC(=O)c1ccc(NC(=O)c2cccs2)cc1 | -5.5 | -0.7 | -4.7 | 0.3 | -0.5 | -1.7 | 10.4 | 5.4 | 43.3 | -0.6
O=C(c1cc(-c2cccs2)nc2ccccc12)N1CCN(c2ccccc2)CC1 | 7.7 | 0.0 | 0.7 | -10.0 | -3.5 | -8.4 | -0.5 | -2.4 | -2.8 | -0.8
Cc1cc(NCc2ccccc2Cl)n2nnnc2n1 | 16.3 | -5.9 | 3.5 | 1.7 | 1.9 | -1.1 | 1.5 | 0.3 | -2.8 | -0.4
CN(C)c1cccc(C(=O)OC(C(=O)Nc2ccc([N+](=O)[O-])cc2Br)c2ccccc2)c1 (stereo unspecified) | 0.0 | 1.1 | -5.4 | 2.4 | -1.9 | 1.7 | 1.3 | -3.3 | -5.9 | -0.5
O=S(=O)(NCC1CCCO1)c1cc(Cl)ccc1Cl (stereo unspecified) | -0.6 | 4.0 | 0.0 | 5.7 | 8.1 | -4.4 | -1.1 | 0.7 | 20.3 | 0.2
O=C(c1ccccc1)c1ccc(-n2ccnc2)c([N+](=O)[O-])c1 | 8.8 | 0.9 | 2.2 | -7.4 | 0.4 | nt | -1.4 | -5.9 | -4.2 | -1.7
N/C(=N\OC(=O)Cc1ccccc1)c1cccnc1 | -0.7 | -1.6 | 2.2 | 8.4 | -5.2 | -4.8 | 3.2 | 12.4 | 21.9 | 0.8
COc1ccc([N+](=O)[O-])cc1NC(=O)CCc1ccccc1 | -7.1 | 0.6 | -5.7 | -2.1 | -0.7 | -3.1 | 1.8 | 0.6 | -0.9 | -1.9
CCCCCn1c(N2CCC(Cc3ccccc3)CC2)nc2c1c(=O)[nH]c(=O)n2C | 38.1 | 0.2 | -14.0 | 11.9 | 3.4 | nt | 7.0 | nt | -5.4 | -1.5
O=C(NCCCn1ccnc1)/C(=C/c1ccco1)NC(=O)c1ccco1 | -2.9 | 1.7 | -1.7 | 25.2 | 2.0 | -2.9 | -4.2 | 2.8 | nt | 0.7
Cc1ccc(NS(=O)(=O)c2ccc(-c3coc(C)n3)cc2)c(C)c1 | -0.2 | -4.8 | -16.8 | -6.1 | 0.6 | -1.3 | 3.8 | -4.2 | -3.3 | -1.9

Profiles, looked up by structure. Screens in order: Tat transport | CDK5 p35 inh | dFosB activator | Rtt109 HAT inh | V-ATPase pH | CAL PDZ FP-1 | RTF Ca sens act | Wnt act | MITF act | CAL PDZ FP-2
COc1ccc([N+](=O)[O-])cc1NC(=O)CCc1ccccc1 reads -7.1 | 0.6 | -5.7 | -2.1 | -0.7 | -3.1 | 1.8 | 0.6 | -0.9 | -1.9
Cc1ccc(NS(=O)(=O)c2ccc(-c3coc(C)n3)cc2)c(C)c1 reads -0.2 | -4.8 | -16.8 | -6.1 | 0.6 | -1.3 | 3.8 | -4.2 | -3.3 | -1.9
Cn1ccc(=S)c2ccccc21 reads 1.2 | 0.1 | 6.1 | 0.1 | -1.8 | 1.6 | -1.8 | -0.5 | 9.0 | -1.4
Cc1cc(NCc2ccccc2Cl)n2nnnc2n1 reads 16.3 | -5.9 | 3.5 | 1.7 | 1.9 | -1.1 | 1.5 | 0.3 | -2.8 | -0.4

Additional structures:
SMILES | Tat transport | CDK5 p35 inh | dFosB activator | Rtt109 HAT inh | V-ATPase pH | CAL PDZ FP-1 | RTF Ca sens act | Wnt act | MITF act | CAL PDZ FP-2
CC(C)(C)NC(=O)NC(=O)COc1ccccn1 | 32.3 | -0.6 | 1.3 | -7.2 | 2.2 | 2.1 | -4.9 | 1.2 | -12.5 | -2.1
COC(=O)c1cccc(NC(=O)C(C)N2C(=O)c3ccccc3C2=O)c1 (stereo unspecified) | -4.4 | 3.5 | -3.6 | 1.4 | -3.2 | -7.6 | 1.0 | -0.9 | 5.0 | -2.2
CN(CCOc1ccc(Cl)cc1)C(=O)c1cccc(S(=O)(=O)N2CCN(c3ccccc3)CC2)c1 | 9.2 | 0.3 | -13.9 | -4.1 | -4.0 | -7.0 | 1.2 | -5.4 | -53.0 | -0.5
COc1ccc(S(=O)(=O)N2CCCCCC2)cc1C(=O)N(C)Cc1ccc(Cl)cc1Cl | 8.8 | 1.9 | -2.3 | 9.4 | -2.5 | -1.5 | -10.9 | -2.1 | -2.0 | -2.5
O=C(Nc1ccc(Cl)cc1)c1cc(S(=O)(=O)N2CCOCC2)cs1 | 5.4 | 1.2 | -0.8 | 34.5 | -1.6 | -24.2 | -3.1 | nt | -14.0 | -2.1
Cc1ccc(-c2nnn(CC(=O)N(Cc3ccccc3F)C(C(=O)NC3CCCC3)c3ccncc3)n2)o1 (stereo unspecified) | -3.6 | -0.9 | -15.2 | 8.2 | -4.0 | -0.9 | -3.5 | 0.8 | -13.7 | -1.4
CN1CCN(C(=O)/C(=C\c2ccc3c(c2)OCO3)NC(=O)c2cccs2)CC1 | 5.9 | -0.2 | -2.8 | 11.9 | 6.1 | -4.1 | 1.5 | -13.5 | 3.0 | -0.4
CCc1cc(=O)oc2cc(OCC(N)=O)c(Cl)cc12 | -2.1 | -0.7 | -10.3 | -2.3 | -3.2 | -0.4 | -0.6 | 1.4 | 9.3 | 1.6
Cc1ccc([N+](=O)[O-])cc1S(=O)(=O)N1CCCCC1C(=O)O (stereo unspecified) | -2.4 | -0.1 | 4.1 | -2.8 | 1.0 | -3.1 | -1.4 | 0.3 | 6.8 | -0.3
Cn1c(=O)c2c(nc(NCc3ccc4c(c3)OCO4)n2Cc2ccccc2Cl)n(C)c1=O | 4.8 | -0.4 | -4.5 | 2.3 | -0.9 | -3.9 | -2.7 | -10.2 | 10.8 | -0.1
COc1ccccc1NC(=S)c1ccccc1 | -9.4 | -0.2 | -0.3 | -3.5 | 2.2 | -3.8 | 0.8 | nt | -7.9 | -1.0
CCOc1ccc(S(=O)(=O)N2CCN(C(=S)NCC3CCCO3)CC2)cc1 (stereo unspecified) | 19.0 | -1.2 | -2.8 | 2.4 | 3.8 | nt | 0.9 | 0.3 | -9.7 | -0.4
COc1ccc(CN2CN(S(=O)(=O)c3ccccc3)c3nc4ccccc4nc32)cc1 | 2.8 | -1.7 | -16.9 | 4.4 | -2.4 | 2.8 | -3.5 | 16.8 | 3.9 | -2.2
COc1ccc(NC(=O)c2cc(-c3ccccn3)nc3ccccc23)cc1S(=O)(=O)N(C)C | -3.9 | 1.3 | -15.3 | -3.3 | -4.0 | -15.0 | 1.2 | -12.1 | -13.7 | -2.7
COc1ccc(CCNC(=S)NCc2cccs2)cc1OC | -8.1 | -3.1 | -6.0 | -3.0 | 1.9 | nt | -5.6 | -1.7 | -2.0 | -1.7
Oc1c(Cl)cc(Cl)c(Cl)c1Cc1c(O)c(Cl)cc(Cl)c1Cl | 12.4 | -0.2 | -10.6 | 70.6* | 0.9 | -3.7 | -3.2 | -16.4 | -26.8 | -0.4
Cc1c(NC(=O)c2c([N+](=O)[O-])cnn2C)c(=O)n(-c2ccccc2)n1C | 5.5 | -0.9 | 3.0 | 0.9 | 1.2 | nt | 1.2 | -3.1 | -32.6 | -0.2
O=C(CSc1ccc(Cl)cc1)NN=C1CCCCCC1 | -2.9 | -1.5 | 2.3 | 4.7 | -0.3 | -2.5 | 2.8 | 0.4 | 2.3 | -3.4
O=C(Cc1ccccc1)Nc1ccc(SC(F)F)cc1 | -4.4 | 1.4 | -3.8 | -0.4 | -3.0 | -3.7 | -0.6 | 15.0 | 42.1 | -0.8
COCCN(C(=O)COC(=O)c1ccccc1NCc1ccco1)c1c(N)n(Cc2ccccc2)c(=O)[nH]c1=O | -4.5 | 1.8 | -14.3 | 3.8 | -0.8 | -2.3 | -0.7 | -3.3 | -4.7 | -1.9
O=c1[nH][nH]c2nc(C(F)(F)F)cc(C(F)(F)F)c12 | -2.3 | 1.5 | 5.1 | 4.2 | -4.3 | -1.8 | -0.3 | 0.0 | -0.2 | 0.0
COc1ccccc1[C@]1(C)ON(c2ccccc2C(F)(F)F)C1=O | -11.1 | 0.6 | 1.9 | -16.4 | -2.5 | 0.8 | -3.6 | -1.7 | -58.2 | -0.4
Cc1ccc(-c2csc3ncnc(N4CCN(C)CC4)c23)cc1C | -4.9 | 5.1 | -11.8 | 6.2 | 2.3 | -2.4 | 13.7 | 9.7 | nt | -0.7

Assay outcomes: PubChem, several laboratories
